Source: PubChem (National Center for Advancing Translational Sciences (NCATS))
GAA glycogen mod: GAA glycogen-cleavage inhibition or activation; P10253; recombinant GAA, glycogen substrate, Amplex Red glucose oxidase fluorescence; Potency, µM (series often up to 76.4 µM), inactives show at the highest dose activity change, negative = inhibition, usual class: inhibitors; 0.38% of 300,000 active; AID 2100; active means well fitted inhibition curve with a large enough effect; inconclusive means small, poorly fitted or top-dose-only effect, or another doubt; inactive means no such curve, though single readings can be large or run the other way;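 further: 0% = full enzyme reaction and -100% = no-enzyme basal signal; the screen sought inhibitors and activators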
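Recombinant human enzyme (4 nM); glycogen substrate; 37 C, 40 min, pH 5.0. Readout: coupled glucose oxidase/Amplex Red fluorescence.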
LMNA splice mod: LMNA splicing modulation. HeLa LMNA splicing GFP/RFP minigene ratio, 48 h. Potency, µM (top dose mostly 46.1 µM), inactives show at the highest dose ratio change, negative = inhibition, usual class: inhibitors. 0.01% of 200,000 active; active means well fitted inhibition curve with a large enough effect in the signal ratio, with a control signal flat, not every such curve was filed as active; inconclusive means small, poorly fitted or top-dose-only effect, or effect the other way, or a change in a side signal; the % refers to the signal ratio
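S3 HeLa stable clones carrying a lamin A-EGFP splicing minigene plus DsRed2 were seeded at 600 cells/well in Opti-MEM with 2% FBS, pin-dosed and incubated 48 h at 37°C. Acumen cytometry (488 nm) gave the GFP/RFP total-intensity ratio.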
Numbers without * were called inactive; & = joins results of further samples; [ ] = remark or other dose. Unless noted, on the % scale 0 is the no-effect control and ±100 the full control effect; potency means the concentration at half of the fitted maximal effect. Only part of the results is shown; count on the stated rates, not on these rows.

`Cn1cc(S(=O)(=O)N2CCCC2)cc1C(=O)Nc1ccc(C(F)(F)F)cc1` gave GAA glycogen mod -4%[76.3 µM] and LMNA splice mod inconclusive.
Cc1cc(C)c(NC(=O)CN2C(=O)c3cccnc3Oc3ccc(Cl)cc32)c(C)c1 was read as GAA glycogen mod -2%[76.3 µM] and LMNA splice mod 9%[46 µM].
For Cc1ccc(OCC(=O)Nc2ccc3nc(SCC(=O)N4CCCC4)sc3c2)cc1 the results were GAA glycogen mod 9%[76.3 µM] and LMNA splice mod inconclusive.
`COc1ccc(Cl)cc1N(C)C(=O)Cc1noc2ccc(C)cc12` gave GAA glycogen mod -9%[76.3 µM] and LMNA splice mod 18%[46 µM].
COC(=O)c1c(-c2cccs2)csc1NC(=O)c1cccc(Cl)c1 was read as GAA glycogen mod -14%[76.3 µM] and LMNA splice mod -4%[46 µM].
Screening CCN(CC)C(=O)C1CCCN(c2ncnc3c2nc2n3CCCCC2)C1 (stereo not given) returned GAA glycogen mod -9%[76.3 µM] and LMNA splice mod 3%[46 µM].
COc1ccc(-c2cc(C(=O)Nc3c(C(=O)c4ccc(C)cc4)oc4ccccc34)no2)cc1 was read as GAA glycogen mod 0%[76.3 µM] and LMNA splice mod 12%[46 µM].
Screening CC(C)Oc1ccc(C(=O)N2CCC(c3nc4ccccc4s3)CC2)cc1 returned GAA glycogen mod 6%[76.3 µM] and LMNA splice mod 12%[46 µM].
`CCc1ccc(NC(=O)CCS(=O)(=O)c2cc3c(cc2Cl)NC(=O)CO3)cc1` gave GAA glycogen mod 7%[76.3 µM] and LMNA splice mod 18%[46 µM].
Screening CCCOc1ccccc1C(=O)Nc1nc2c(s1)CCCC2 returned GAA glycogen mod -6%[76.3 µM] and LMNA splice mod inconclusive.
`CCc1ccccc1NC(=O)Cn1c(=O)n(-c2ccc(C)cc2)c(=O)c2c1c1cc(C)ccc1n2C` gave GAA glycogen mod 5%[76.3 µM] and LMNA splice mod 15%[46 µM].
`CCOc1ccccc1NC(=O)C(c1ccccc1)N1Cc2ccccc2C1=O` (stereo not given) gave GAA glycogen mod 9%[76.3 µM] and LMNA splice mod 1%[46 µM].
For O=C(Cn1cnc(S(=O)(=O)N2CCCC2)c1)Nc1ccccc1 the results were GAA glycogen mod -23%[76.3 µM] and LMNA splice mod -9%[46 µM].
For CCCCC(=O)OC1=C(C(C)=O)N(Cc2ccccc2)S(=O)(=O)c2ccccc21 the results were GAA glycogen mod 14%[76.3 µM] and LMNA splice mod -7%[46 µM].
Screening CCc1ccc(-c2cn3c(n2)sc2cc(C(=O)NCC(C)c4ccccc4)ccc23)cc1 (stereo not given) returned GAA glycogen mod -9%[76.3 µM] and LMNA splice mod 23%[46 µM].
For Cc1cccc(/C=C/c2onc(C)c2S(=O)(=O)N2CCC(C(=O)N3CCC(C)CC3)CC2)c1 the results were GAA glycogen mod -11%[76.3 µM] and LMNA splice mod -6%[46 µM].
Screening CCCCN(CC)C(=O)Cn1ncc2c3ccccc3n(CCC)c2c1=O returned GAA glycogen mod -14% and LMNA splice mod -10%[46 µM].
For O=C(Cn1c(=O)c2cccn2c2ccc(F)cc21)N1CCN(c2ccccc2)CC1 the results were LMNA splice mod 5%[46 µM].
CN(Cc1ccccc1)S(=O)(=O)c1nnc(NC(=O)c2cccc(Cl)c2)s1 was read as GAA glycogen mod 16%[76.3 µM] and LMNA splice mod inconclusive.
Screening CC(C)(C)C1CCc2c(sc3nc(-c4cc5ccccc5oc4=O)[nH]c(=O)c23)C1 (stereo not given) returned GAA glycogen mod -15%[76.3 µM] and LMNA splice mod -3%[46 µM].
CCOc1ccc(CNC(=O)c2oc3c(c2C)-c2nn(Cc4cccc(Cl)c4)cc2CC3)cc1 was read as GAA glycogen mod -1%[76.3 µM] and LMNA splice mod 8%[46 µM].
O=C(NC1CCCC1)c1ccc(CSc2nc3cccnc3n2Cc2cccc(F)c2)cc1 was read as GAA glycogen mod 8%[76.3 µM] and LMNA splice mod 0%[46 µM].
For CCN(CC)CCNC(=O)CN1C(=O)c2cccnc2Oc2ccc(C)cc21 the results were GAA glycogen mod 8%[76.3 µM] and LMNA splice mod 1%[46 µM].
`Clc1ccccc1CNCCCSc1nnnn1-c1ccccc1` gave GAA glycogen mod 2%[76.3 µM] and LMNA splice mod inconclusive.
O=C(NCc1ccco1)c1ccc(Cn2c(SCc3ccc(F)cc3)nc3cccnc32)cc1 was read as GAA glycogen mod -13%[76.3 µM] and LMNA splice mod inconclusive.
CCN(CC)CCNC(=O)c1ccc(-n2c(-c3ccccc3)cc3c2CCCC3)cc1 was read as GAA glycogen mod -5%[76.3 µM] and LMNA splice mod -13%[46 µM].
Screening CC(=O)Nc1nonc1-c1nnc(SCC(=O)Nc2cccc(F)c2)n1-c1ccccc1 returned GAA glycogen mod -5%[76.3 µM] and LMNA splice mod 2%[46 µM].
O=C(Nc1ccc(Br)cc1F)N1CCC(CN2CCCC2)CC1 was read as GAA glycogen mod -11%[76.3 µM] and LMNA splice mod 23%[46 µM].
Screening Cc1ccc(OCCSc2nc3ccc(NC(=O)c4ccco4)cc3s2)cc1 returned GAA glycogen mod 15%[76.3 µM] and LMNA splice mod -4%[46 µM].
Cc1cc2c(n1-c1ccc(C(=O)NCC(C)c3ccccc3)cc1)CCCC2 (stereo not given) was read as GAA glycogen mod -2%[76.3 µM] and LMNA splice mod inconclusive.
Screening COc1cc(C(=O)N2CCC(c3nc4ccccc4o3)CC2)cc(OC)c1OC returned GAA glycogen mod -1%[76.3 µM] and LMNA splice mod 7%[46 µM].
`CCOC(=O)C1CCCN(C(=O)c2ccc3c(c2)sc2nc(-c4ccc(CC)cc4)cn23)C1` (stereo not given) gave GAA glycogen mod 15%[76.3 µM] and LMNA splice mod 32%[46 µM].
For CCCNC(=O)c1ccc(-n2c(-c3ccccc3)cc3c2CCC(C)C3)cc1 (stereo not given) the results were GAA glycogen mod -17%[76.3 µM] and LMNA splice mod inconclusive.
For Cc1cccc(/C=C/c2onc(C)c2S(=O)(=O)N2CCC(C(=O)N3CCCCC3)CC2)c1 the results were GAA glycogen mod -20%[76.3 µM] and LMNA splice mod -12%[46 µM].
`CC(NC(=O)C1CCN(S(=O)(=O)c2ccccc2)CC1)c1ccccc1` (stereo not given) gave GAA glycogen mod -8%[76.3 µM] and LMNA splice mod 6%[46 µM].
`Cc1ccc(Cn2c(=O)c3c(nc4n3CCN4c3cc(C)cc(C)c3)n(C)c2=O)cc1` gave GAA glycogen mod 15%[76.3 µM] and LMNA splice mod 15%[46 µM].
NS(=O)(=O)c1ccc(CCNC(=O)Cn2c(-c3cccs3)cc3ccccc32)cc1 was read as GAA glycogen mod -3%[76.3 µM] and LMNA splice mod 9%[46 µM].
`CCc1ccccc1NC(=O)CCCn1c(=O)c2cccn2c2ccccc21` gave GAA glycogen mod -8%[76.3 µM] and LMNA splice mod inconclusive.
Screening COc1ccccc1N1CCN(C(=O)c2nn(C)c3c2CS(=O)(=O)c2ccccc2-3)CC1 returned GAA glycogen mod -8%&2%[76.3 µM] and LMNA splice mod -15%[46 µM].
For CCN(c1ccccc1)S(=O)(=O)c1nnc(NC(=O)C(C)(C)C)s1 the results were GAA glycogen mod -11% and LMNA splice mod 4%[46 µM].
Screening N#Cc1ccccc1NC(=O)C(=O)NCC(c1cccnc1)N1CCc2ccccc2C1 (stereo not given) returned GAA glycogen mod 7%[76.3 µM] and LMNA splice mod inconclusive.
Screening COc1ccc(Cl)cc1NS(=O)(=O)c1ccc2[nH]c3c(c2c1)CCCC3 returned GAA glycogen mod 6%[76.3 µM] and LMNA splice mod -23%[46 µM].
For O=c1c(S(=O)(=O)c2ccccc2)cn(Cc2ccccc2)c2cc(N3CCOCC3)c(F)cc12 the results were GAA glycogen mod 9%[76.3 µM] and LMNA splice mod -22%[46 µM].
Cc1ccccc1OCCSc1nc2ccc(NC(=O)c3ccco3)cc2s1 was read as GAA glycogen mod 8%[76.3 µM] and LMNA splice mod -8%[46 µM].
Screening CCN1CCN(Cc2nc3cc(NC(=O)c4cccc([N+](=O)[O-])c4)ccc3n2CC)CC1 returned GAA glycogen mod -15%[76.3 µM] and LMNA splice mod inconclusive.
For Cc1ccc(C)c(N2CCN(c3ncnc4c3nc3n4CCCCC3)CC2)c1 the results were GAA glycogen mod 14%[76.3 µM] and LMNA splice mod inconclusive.
`CCOC(=O)c1c(S(=O)(=O)NCC(=O)Nc2cc(C)ccc2C)c(C)n(C)c1C` gave GAA glycogen mod 1%[76.3 µM] and LMNA splice mod 8%[46 µM].
CCCn1c2ccccc2c2cnn(CC(=O)N3CCC(C)CC3)c(=O)c21 was read as GAA glycogen mod -2%[76.3 µM] and LMNA splice mod inconclusive.
COc1ccc(C(=O)N2CCC(c3nc4ccccc4s3)CC2)cc1Cl was read as GAA glycogen mod 11%[76.3 µM] and LMNA splice mod 8%[46 µM].
`O=C(NCc1ccccc1Br)C1CCCN(C(=O)N2CCOc3ccccc32)C1` (stereo not given) gave GAA glycogen mod 14%[76.3 µM] and LMNA splice mod 10%[46 µM].
For CC(C)(C)c1ccc(C(=O)NCC(c2cccnc2)N2CCc3ccccc3C2)cc1 (stereo not given) the results were GAA glycogen mod -1%[76.3 µM] and LMNA splice mod -7%[46 µM].
O=C(NCC(c1cccnc1)N1CCc2ccccc2C1)c1ccc(F)c(F)c1 (stereo not given) was read as GAA glycogen mod -15%[76.3 µM] and LMNA splice mod -3%[46 µM].
For COc1cc(CN(C(=O)c2ccc(C)cc2)c2ccccn2)cc(OC)c1OC the results were GAA glycogen mod -7%[76.3 µM] and LMNA splice mod 4%[46 µM].
For Cc1cccc(OCCSc2nc3ccc(NC(=O)c4cccs4)cc3s2)c1 the results were GAA glycogen mod 4%[76.3 µM] and LMNA splice mod 4%[46 µM].
Screening CCCNC(=O)c1ccc(-n2c(-c3ccccc3)cc3c2CCCCC3)cc1 returned GAA glycogen mod 7%[76.3 µM] and LMNA splice mod -7%[46 µM].
For Cc1ccc(NC(=O)C(Cc2ccccc2)N2Cc3ccccc3C2=O)cc1Cl (stereo not given) the results were GAA glycogen mod -15%[76.3 µM] and LMNA splice mod 4%[46 µM].
`CN1CCN(C(=O)Cn2c(-c3cccs3)cc3cc(Cl)ccc32)CC1` gave GAA glycogen mod -14%[76.3 µM] and LMNA splice mod 3%[46 µM].
CCCCn1cc(S(=O)(=O)c2ccc(C)c(C)c2)c(=O)c2cc(F)c(N(CC)CC)cc21 was read as GAA glycogen mod -8%[76.3 µM] and LMNA splice mod 0%[46 µM].
`COc1ccc(C(=O)NCC(c2cccnc2)N2CCc3ccccc3C2)cc1OC` (stereo not given) gave GAA glycogen mod -12%[76.3 µM] and LMNA splice mod -6%[46 µM].
For O=C(COCc1cc(-c2ccco2)on1)Nc1cccc(Cl)c1Cl the results were GAA glycogen mod 3%[76.3 µM] and LMNA splice mod 29%[46 µM].
Screening CCn1c(CN2CCC(C)CC2)nc2cc(NC(=O)c3cccc([N+](=O)[O-])c3)ccc21 returned GAA glycogen mod -7%[76.3 µM] and LMNA splice mod -5%[46 µM].
Screening COc1ccc(-c2[nH]nc3nc(-c4cc(Br)ccc4OC)cc(C(=O)O)c23)cc1 returned GAA glycogen mod 4%[76.3 µM] and LMNA splice mod -13%[46 µM].
For COc1cccc(NC(=O)CC(C)S(=O)(=O)c2ccc3c(c2)NC(=O)CO3)c1 (stereo not given) the results were GAA glycogen mod -3%[76.3 µM] and LMNA splice mod 2%[46 µM].
Fc1cccc(F)c1-c1nc(-c2ccncc2)no1 was read as GAA glycogen mod -1% and LMNA splice mod inconclusive.
`O=C(COCc1cc(-c2ccco2)on1)Nc1cc(Cl)ccc1O` gave GAA glycogen mod -3%[76.3 µM] and LMNA splice mod -7%[46 µM].
For Cc1ccc(NC(=O)CSc2nc3ccc(NC(=O)c4ccco4)cc3s2)cc1 the results were GAA glycogen mod 3%[76.3 µM] and LMNA splice mod inconclusive.
For COc1ccc(NC(=O)c2sc3nc4n(c(=O)c3c2C)CCC4)cc1Cl the results were GAA glycogen mod -2%[76.3 µM] and LMNA splice mod inconclusive.

Reprinted at random: six compounds from above
`O=C(COCc1cc(-c2ccco2)on1)Nc1cc(Cl)ccc1O` gave GAA glycogen mod -3%[76.3 µM] and LMNA splice mod -7%[46 µM].
Screening CCn1c(CN2CCC(C)CC2)nc2cc(NC(=O)c3cccc([N+](=O)[O-])c3)ccc21 returned GAA glycogen mod -7%[76.3 µM] and LMNA splice mod -5%[46 µM].
For COc1ccc(NC(=O)c2sc3nc4n(c(=O)c3c2C)CCC4)cc1Cl the results were GAA glycogen mod -2%[76.3 µM] and LMNA splice mod inconclusive.
Screening COc1ccc(-c2[nH]nc3nc(-c4cc(Br)ccc4OC)cc(C(=O)O)c23)cc1 returned GAA glycogen mod 4%[76.3 µM] and LMNA splice mod -13%[46 µM].
Fc1cccc(F)c1-c1nc(-c2ccncc2)no1 was read as GAA glycogen mod -1% and LMNA splice mod inconclusive.
For Cc1ccc(NC(=O)CSc2nc3ccc(NC(=O)c4ccco4)cc3s2)cc1 the results were GAA glycogen mod 3%[76.3 µM] and LMNA splice mod inconclusive.
